Assay outcomes as filed in PubChem BioAssay.
E coli growth – counter-screen for AddAB inhibitors: E. coli growth inhibition. actives 0.27% (n = 330,000). inhibition, % at 11.9 µM. E. coli V3065 growth, OD600 absorbance, 18 h. AID 449728;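 active = inhibition above the campaign's mean inhibition across all tested compounds plus 3 SD, cut at about 9.9% in these data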;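 also: uninfected addAB+ strain grown without phage in ampicillin broth; 0% = DMSO wells and 100% = ciprofloxacin 0.95 µg/ml wells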
SR-BI HDL uptake – blocks mouse SR-BI lipid uptake from DiI-HDL; ldlA[mSR-BI] CHO cells, DiI-HDL uptake fluorescence, 3 h; inhibition, % at 12.5 µM; actives 0.96% (n = 320,000); Q61009;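 active = mean replicate inhibition of at least 70% and a set share of replicates each scoring 70 or more; inconclusive = meets just one of the two criteria; inactive = fails both criteria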;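 also: 0% = median of neutral control wells and 100% = median of positive control wells; values of inactives mirror those of a sister screen read the other way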
Target sequence (Q61009 whole entry, looked up): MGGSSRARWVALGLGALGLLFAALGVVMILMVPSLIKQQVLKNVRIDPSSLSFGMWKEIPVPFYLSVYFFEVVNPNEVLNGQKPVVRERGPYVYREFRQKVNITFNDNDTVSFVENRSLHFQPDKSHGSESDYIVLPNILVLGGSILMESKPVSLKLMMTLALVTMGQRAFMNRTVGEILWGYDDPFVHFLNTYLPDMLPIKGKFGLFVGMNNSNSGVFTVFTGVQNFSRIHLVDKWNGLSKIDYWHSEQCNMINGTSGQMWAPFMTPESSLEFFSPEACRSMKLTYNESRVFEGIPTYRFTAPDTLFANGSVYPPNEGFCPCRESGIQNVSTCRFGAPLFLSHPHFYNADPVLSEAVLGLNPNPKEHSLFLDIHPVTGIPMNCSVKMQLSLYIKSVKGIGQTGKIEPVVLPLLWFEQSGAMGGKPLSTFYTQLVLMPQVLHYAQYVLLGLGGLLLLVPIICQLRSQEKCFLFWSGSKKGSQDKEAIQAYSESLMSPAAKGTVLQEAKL
Tat export inh – E. coli Tat transport inhibition; E. coli MC4100 TorA-mCherry Tat export, fluorescence; inhibition, % at 10 µM; actives 0.036% (n = 340,000); AID 488895;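 active = mean replicate inhibition at least 50% and at least half of replicates individually reaching 50%; inconclusive = only one of the two criteria met; inactive = neither criterion met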;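 also: exported cargo escapes ClpAP degradation while cytoplasmic cargo is degraded and loses fluorescence; 0% = median of neutral control wells and 100% = median of NaSCN control wells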
SR-BI uptake up – activators of SR-BI mediated HDL lipid uptake; CHO ldlA[mSR-BI] cells, DiI-HDL uptake fluorescence, 3 h; 100 = double the neutral-control signal; activation, % at 12.5 µM; actives 0.096% (n = 320,000);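 active = mean replicate activation of at least 60% and every replicate at or above 60%; inconclusive = mean or all-replicate condition met, but not both; inactive = mean below 60% and not all replicates reaching 60%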;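 also: 0% = median plate neutral-control signal and 100% = twice that signal; values of inactives mirror those of a sister screen read the other way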
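System: LDL receptor-deficient CHO ldlA cells overexpressing murine SR-BI | Timing: 3 h uptake period with compound, 37 °C | Medium: HEPES-buffered (25 mM, pH 7.4) F12 plus 0.5% BSA | Dosing: Single-point compound dose | Signal: Bottom-read fluorescence, 550/595 nm | Read-out: Retained DiI signal reflecting DiI-HDL uptake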
AddAB inh – less growth of phage-infected E. coli with AddAB | E. coli expressing H. pylori AddAB, absorbance growth | inhibition, % at 11.9 µM | actives 0.29% (n = 330,000) | AID 435030; in the data active = inhibition above about 12%;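 also: 0% = vehicle wells of infected cells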
CAL PDZ FP-1 – human CAL PDZ-peptide interaction inhibition; Q9HD26; purified CAL PDZ, TMR-peptide fluorescence polarization, 1 h; inhibition, % at 20 µM; actives 0.02% (n = 330,000); AID 504414;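 active = highest replicate inhibition of at least 40%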;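 also: plate controls were DMSO neutral control wells for no effect and unlabeled competitor peptide control wells for full effect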
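Test system: tagged CAL PDZ domain / Buffer or medium: sodium phosphate/NaCl buffer pH 7.4 with TCEP, IgG, Thesit / Reagent: TMR-labelled reporter peptide T*-PRC34 bound in PDZ groove / Compound dosing: single point, 20 µM / Schedule: 1 h incubation at room temperature before polarization reading / Technique: fluorescence polarization (mP) / Benchmarks: unlabelled peptide, DMSO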
MITF TRPM1 HTS – MITF TRPM1 promoter activation in melanoma cells | actives 0.75% (n = 300,000) | activation, % at 12.5 µM | SK-MEL-5 TRPM1-promoter luciferase, 24 h; % of positive control, neutral wells = 0;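 active = mean activation of at least 80% with every replicate also reaching 80%; inconclusive = mean reaches 80% but some replicate falls short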;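 also: 0% = neutral control wells and 100% = parthenolide positive control wells; values of inactives mirror those of a sister screen read the other way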
Wnt act – activates Wnt/beta-catenin signaling in a reporter cell assay; activator, plate reader; activation, % at 9.35 µM; actives 1.2% (n = 300,000); AID 743398; in the data active = activation above about 30%, passing the limit was not always enough; inconclusive = no clear call, values can overlap the other calls;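 also: 0% = neutral control wells and 100% = positive control wells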
CAL PDZ FP-2 – CAL PDZ (human) peptide binding inhibition | Q9HD26 | purified CAL PDZ, TMR-peptide fluorescence polarization, 1 h | actives 0.92% (n = 300,000) | inhibition, % at 24.9 µM | AID 602252;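 active = mean inhibition of at least 30% with at least half of replicates also reaching 30%; inconclusive = no clear call, values can overlap the other calls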;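 also: 0% = DMSO neutral control and 100% = excess unlabeled competitor peptide PRC23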
phage Ecoli inh – E. coli growth loss with phage present; growth absorbance; inhibition, % at 11.9 µM; actives 0.26% (n = 360,000); AID 651602; in the data active = inhibition above about 11%
The depositor's hits bear a star; ? = inconclusive; · = not tested or not shown.

SMILES	E coli growth	SR-BI HDL uptake	Tat export inh	SR-BI uptake up	AddAB inh	CAL PDZ FP-1	MITF TRPM1 HTS	Wnt act	CAL PDZ FP-2	phage Ecoli inh
COc1ccc(C)cc1S(=O)(=O)N1CCN(C(=O)c2ncoc2-c2cccc(F)c2)CC1	-0.4	·	-6	·	3.6	-0.7	-16	-3	-3	0.7
CCOc1ccccc1N=c1oc2cc(O)ccc2cc1C(=O)NCC1CCCO1 (centres undefined)	-1.2	-16	-4	16	0.8	-2.6	15	1	·	4.1
CC(C)CC(NC(=O)COc1ccccc1)C(=O)O (centres undefined)	1.8	-10	-3	10	1.2	0.2	-9	·	0	2.1
CN1Cc2c(N3CCOCC3)nc(SCc3ccccc3)c(C#N)c2CC1(C)C	-1.7	-6	5	6	-0.6	-1.5	8	·	·	0.8
CSc1cccc(NC(=O)COc2ccccc2C)c1	1.8	0	-5	0	2.9	-1.0	12	-1	-3	2.7
CC(=O)n1cc(N(C(=O)CCl)c2ccc(C)cc2)c2ccccc21	0.7	·	-5	·	-0.4	-1.1	·	0	·	1.5
OCCCC1CCCN(Cc2cn[nH]c2-c2ccc(F)cc2F)C1 (centres undefined)	1.0	-9	-3	9	4.4	-0.5	·	-3	·	6.1
CN(C)S(=O)(=O)c1ccc(NC(=O)CN2CCCCCC2)cc1	0.1	-1	0	1	5.6	-0.3	-2	0	133*	3.3
CC(NC(=S)NCCc1ccccc1)C(c1cccs1)N1CCN(C)CC1 (centres undefined)	-1.6	14	2	-14	-0.9	-4.8	·	4	·	1.4
COC(=O)c1ccc(C)c(NS(=O)(=O)c2ccc(C)c([N+](=O)[O-])c2)c1	-0.5	-16	0	16	-1.2	-2.8	5	·	0	-0.2
Cc1cc(NC(=O)CSc2nc3ccccc3c(=O)n2Cc2ccccc2)no1	0.1	32	-2	-32	1.8	1.0	-3	6	0	1.9
CCSc1nnc(NC(=O)CSc2nnc(CNC(=O)c3ccccc3F)o2)s1	-1.0	-15	-10	15	1.1	-0.3	11	·	0	3.5
CCOC(=O)c1sc(=S)n(Cc2ccccc2)c1N	0.3	20	15	-20	0.6	1.2	11	·	·	3.3
O=C(NCc1ccc(Cl)cc1)c1cc2ccccn2n1	2.3	-15	0	15	-2.5	-4.9	12	2	·	5.6
CCOP(=O)(c1ccccc1)C(O)c1ccc(F)cc1 (centres undefined)	0.3	-52	-10	52	0.0	-0.2	3	2	-1	2.8
COc1ccc(NC(=O)Cn2nnc(-c3ccccc3NS(=O)(=O)c3ccc(OC)cc3)n2)cc1	0.6	-5	-2	5	1.9	-0.8	0	-3	-3	3.1
CC(C)(C)OC(=O)N1CCC(c2c(C(=O)N3CCN(C4CCCCC4)CC3)cnn2-c2ccccc2)CC1	2.6	-7	7	7	1.7	-0.5	-12	2	3	0.0
CC(=O)c1cccc(NC(=O)N2CCC(c3nnc(SCC(N)=O)n3C)CC2)c1	3.0	-28	-8	28	1.8	-1.4	·	5	0	2.2
O=C(Nc1ccccc1N1CCOCC1)C1=COCCO1	0.4	30	-16	-30	0.2	-1.8	-6	-2	0	4.1
COc1ccccc1[C@@]1(C)ON(c2ccccc2C(F)(F)F)C1=O	-0.4	-3	5	3	2.9	-0.4	-15	-6	-1	2.0
CC(=O)N(Cc1ccccc1)c1ccc(C(=O)O)cc1	0.0	-3	-7	3	1.8	·	11	-1	0	0.6
COc1ccc(CC(=O)NCc2n[nH]c(=S)n2-c2ccc(F)cc2)cc1	2.9	-28	-3	28	1.9	-0.1	11	2	·	4.8
Nc1c(C(=O)CSc2nnc(COc3ccc(Cl)cc3)o2)c(=O)[nH]c(=O)n1C1CC1	-1.6	9	3	-9	-0.3	-0.5	30	-4	-3	0.0
COc1cccc(NC(=O)NCC2CCN(Cc3ccc(F)cc3)CC2)c1	3.1	-4	0	4	1.0	-3.3	15	0	-1	1.8
CCCc1nc(N2CCCC2)c(C#N)c2c1CCCC2	-0.7	10	6	-10	3.6	0.2	·	·	-4	0.6

Already shown: an excerpt of the list.
SMILES	E coli growth	SR-BI HDL uptake	Tat export inh	SR-BI uptake up	AddAB inh	CAL PDZ FP-1	MITF TRPM1 HTS	Wnt act	CAL PDZ FP-2	phage Ecoli inh
COc1cccc(NC(=O)NCC2CCN(Cc3ccc(F)cc3)CC2)c1	3.1	-4	0	4	1.0	-3.3	15	0	-1	1.8
CCCc1nc(N2CCCC2)c(C#N)c2c1CCCC2	-0.7	10	6	-10	3.6	0.2	·	·	-4	0.6

Additional structures follow:
SMILES	E coli growth	SR-BI HDL uptake	Tat export inh	SR-BI uptake up	AddAB inh	CAL PDZ FP-1	MITF TRPM1 HTS	Wnt act	CAL PDZ FP-2	phage Ecoli inh
Cc1ccc(C(=O)NCC(=O)O)s1	1.4	-24	-14	24	1.3	-2.2	7	0	2	2.0
Cc1ccc2c(COC(=O)CNS(=O)(=O)c3ccccc3)cc(=O)oc2c1	-0.1	-9	-2	9	1.5	-0.5	8	2	-3	2.6
CCS(=O)(=O)Nc1ccc(-c2cc(-c3ccccc3)c3cc(C)ccc3n2)cc1	-1.3	42	0	-42	2.4	-1.1	5	-2	3	2.1
CCN(CC)CCOCCOc1ccccc1F	0.3	-36	-2	36	0.1	0.4	6	-2	-1	4.0
C/C(=N\N=C(N)N)c1cccc([N+](=O)[O-])c1	-0.2	37	-10	-37	4.5	-3.0	2	·	-3	2.7
Cc1cc(C)cc(NC(=S)NC2CC3CCC(C2)N3Cc2ccco2)c1 (centres undefined)	-2.1	20	-6	-20	1.8	-2.1	-14	-2	-2	0.5
COc1ccc(NC(=S)N(CCCN2CCCC2)Cc2cccs2)cc1	2.9	-6	-11	6	2.0	-0.2	3	3	·	3.6
COc1ccccc1C1CC(=O)NC(C)=C1C(=O)OCC(C)C (centres undefined)	-1.1	17	7	-17	0.9	-2.2	-2	·	·	1.5
c1ccc(-c2ccc(-c3nc(-c4cccnc4)no3)cc2)cc1	-3.5	-7	-6	7	1.6	-1.7	48	?	-3	-1.9
Cc1ccc(C(CNC(=O)c2ccc(Br)o2)N2CCN(C)CC2)cc1 (centres undefined)	0.2	-19	0	19	2.4	-2.2	2	-1	2	1.8
CCOc1ccc2nc(NC(=O)C3CCCN(S(=O)(=O)c4cccs4)C3)sc2c1 (centres undefined)	1.6	48	9	-48	3.1	0.3	-3	·	·	3.9
O=C(O)CN1C(=O)/C(=C\c2cccc(OCc3ccc(F)cc3)c2)SC1=S	·	9	13	-9	·	-0.3	3	2	-6	0.2
CCn1c(SCC(=O)NNC(=O)c2ccccc2)nnc1-c1ccncc1	-0.5	-11	8	11	-0.5	-3.2	-10	-3	-3	3.3
Cc1ccc(NC2c3ncccc3C(=O)N2Cc2ccc(F)cc2)cc1 (centres undefined)	-1.6	-25	-1	25	1.9	-2.0	3	-2	-2	0.7
CC(C)(C)OC(=O)NCCCC[C@H](NC(=O)c1nc[nH]c1C(=O)N1CCN(c2ccccc2)CC1)C(=O)OC(C)(C)C	-0.5	4	-7	-4	0.1	-0.2	-6	-7	-3	1.9
CCOC(=O)C1=C(C)Nc2nc(C)nn2C1c1ccc(OC)c(OC)c1 (centres undefined)	-1.7	-14	2	14	0.2	-0.6	17	-3	·	1.8
COC(=O)CSc1nc(Cc2ccccc2)nc2ccccc12	-0.2	8	2	-8	-0.7	-3.4	2	-1	4	3.2
COc1ccccc1CCc1nnc(CCC(=O)NCCOc2cccnc2)o1	-1.6	-16	1	16	3.1	-1.3	12	-1	-3	2.0
O=C(c1cccc(S(=O)(=O)N2CCCCC2)c1)N1CCOCC1	0.7	-17	6	17	-6.0	-0.3	-8	·	-2	1.4
CCOC(=O)N1CCN(C(=O)c2ccc3c(c2)sc2nc(-c4ccc(OC)cc4)cn23)CC1	-1.7	?	-2	-70	-1.6	-0.9	20	·	38*	2.8
CCCNC(=O)[C@H](Cc1c[nH]c2ccccc12)NC(=O)c1ccccc1Cl	1.1	-7	-1	7	-2.0	-2.1	-12	·	-4	0.1
Cc1csc(NC(=O)CSc2ccc(-c3ccccc3)nn2)n1	-1.5	9	-6	-9	3.7	-3.5	-14	·	6	·
Cc1coc2c(C)c3oc(=O)c(CC(=O)N[C@@H](CC(C)C)C(=O)O)c(C)c3cc12	1.5	13	-4	-13	0.1	-1.0	-5	-1	-4	-0.4
O=C(NCc1ccco1)c1c(O)c2cccc3c2n(c1=O)CCC3	-1.3	-17	-3	17	0.9	0.1	-16	1	-5	1.7
COCCn1nnnc1C(CC(C)C)N1CCN(c2nc3ccccc3s2)CC1 (centres undefined)	0.0	-8	0	8	1.4	-0.1	2	-2	-1	4.2

(continued)
SMILES	E coli growth	SR-BI HDL uptake	Tat export inh	SR-BI uptake up	AddAB inh	CAL PDZ FP-1	MITF TRPM1 HTS	Wnt act	CAL PDZ FP-2	phage Ecoli inh
COc1ccccc1CNC(=O)C1CCC1	-0.7	-14	-3	14	1.2	0.1	1	0	-3	5.2
Clc1ccccc1COc1ccccc1-c1nnco1	-0.8	·	3	·	3.2	-3.5	-15	·	-6	3.9
Cc1cccc(NC(=O)CCCSc2nc3ccccc3[nH]2)c1	8.4	9	-9	-9	9.0	-3.3	-24	-4	-3	9.2
CS(=O)(=O)c1ccc(C(=O)Nc2cccc(-c3nc4ccccc4[nH]3)c2)cc1	0.3	29	-8	-29	0.9	-2.3	-2	-1	-2	2.4
CCCNC(=S)N1CCCC(c2nc3ccccc3[nH]2)C1 (centres undefined)	0.4	17	1	-17	-2.1	-1.3	-1	-1	·	5.0
COc1cccc(OC)c1C(=O)NCC12CC3CC(C1)CC(CNC(=O)c1c(OC)cccc1OC)(C3)C2	3.0	·	0	·	-1.0	0.3	0	2	-2	2.7
CCc1nnc(NC(=O)Cc2ccc(Br)cc2)s1	1.4	-4	-11	4	-0.1	-2.1	-6	0	0	1.8
Cc1ccc(CNC(=O)C(=O)NCC2OCCN2S(=O)(=O)c2cccs2)cc1 (centres undefined)	87*	-18	-5	18	95*	-0.6	·	-3	·	2.3
CCOc1ccc(-c2nc(S(=O)(=O)c3ccccc3)c(N3CCOCC3)o2)cc1	-2.9	3	0	-3	-0.3	-2.0	-3	0	1	0.3
CN1CCN(CCCNC(=O)c2cc3c(=O)n(C)c4ccccc4c3s2)CC1	0.9	34	-6	-34	-2.5	-0.2	-11	10	1	2.2
CC1(C)C2CCC1(CS(=O)(=O)NCCc1c[nH]c3ccccc13)C(=O)C2 (centres undefined)	-1.3	-3	2	3	4.2	-1.4	3	-4	1	0.5
CCc1ccccc1OCC(=O)NC1CCCC1	·	2	-5	-2	·	0.0	21	·	-7	2.7
Cc1[nH]c(C)c2c(=O)n(Cc3ccc(Cl)cc3)ncc12	-1.0	-2	1	2	0.6	-1.2	3	0	·	-1.1
CCOC(=O)C1CCN(C(=O)CCc2c(C)nc3ncnn3c2C)CC1	0.6	-33	3	33	0.9	0.0	·	-1	9	2.9
